Source: PubChem (several laboratories)
PERK inh: blocks human PERK kinase. inhibition, % at 5.6 µM. CHO PERK-DD fusion, SEAP luminescence translation reporter. AID 1416. 0.17% of 220,000 active;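 active = inhibition above the mean inhibition of all tested compounds plus 3 SD, set separately per screening campaign, cut at about 2.9% in these data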;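 note: PERK kinase domain activated by AP20187 dimerizer at 100 nM; 0% = DMSO with dimerizer and 100% = rapamycin at 8.4 µM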
Target sequence (Q9NZJ5 whole entry, looked up, the tested form may be a part): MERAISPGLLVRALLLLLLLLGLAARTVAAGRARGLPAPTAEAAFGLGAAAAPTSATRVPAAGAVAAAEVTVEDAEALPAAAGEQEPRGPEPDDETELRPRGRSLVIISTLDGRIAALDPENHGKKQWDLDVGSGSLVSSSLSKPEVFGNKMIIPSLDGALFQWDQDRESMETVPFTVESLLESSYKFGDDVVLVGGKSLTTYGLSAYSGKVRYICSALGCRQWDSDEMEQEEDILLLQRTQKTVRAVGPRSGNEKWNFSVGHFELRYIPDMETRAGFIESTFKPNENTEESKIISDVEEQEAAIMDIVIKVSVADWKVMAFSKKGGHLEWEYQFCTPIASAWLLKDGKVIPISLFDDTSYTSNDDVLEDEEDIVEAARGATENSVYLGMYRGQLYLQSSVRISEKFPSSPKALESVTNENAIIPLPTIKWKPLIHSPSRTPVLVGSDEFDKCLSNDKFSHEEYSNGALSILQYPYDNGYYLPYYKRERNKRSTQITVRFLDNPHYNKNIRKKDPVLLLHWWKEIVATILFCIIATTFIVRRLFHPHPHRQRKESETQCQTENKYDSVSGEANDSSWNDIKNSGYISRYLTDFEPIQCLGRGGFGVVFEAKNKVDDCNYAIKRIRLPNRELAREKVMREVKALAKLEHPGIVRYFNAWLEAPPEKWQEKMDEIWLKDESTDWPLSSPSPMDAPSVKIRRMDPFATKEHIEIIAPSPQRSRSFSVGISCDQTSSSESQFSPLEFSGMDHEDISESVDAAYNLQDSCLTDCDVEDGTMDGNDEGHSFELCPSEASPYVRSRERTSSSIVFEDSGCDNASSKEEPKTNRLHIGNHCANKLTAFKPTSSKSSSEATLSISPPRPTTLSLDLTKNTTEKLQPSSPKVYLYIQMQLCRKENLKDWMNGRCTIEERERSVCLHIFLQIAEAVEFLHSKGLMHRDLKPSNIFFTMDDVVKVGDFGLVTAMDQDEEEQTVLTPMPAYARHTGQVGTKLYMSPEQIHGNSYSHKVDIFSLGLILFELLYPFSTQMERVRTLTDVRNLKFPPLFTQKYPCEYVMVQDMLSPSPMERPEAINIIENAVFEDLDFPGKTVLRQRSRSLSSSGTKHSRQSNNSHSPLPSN
EBV gp42 inh: EBV gp42 inhibition. Fluorescence polarization binding assay, mP read-out. inhibition, % (tested at 21.74 µM). 0.42% of 220,000 active; in the data active = inhibition above about 50%
Mdm2 ligase inh: inhibitors of human Mdm2 E3 ubiquitin ligase. Q00987. cell-based MDM2 ubiquitination luciferase reporter, 2 h; 0 = plate control, 100 = twice control, blank-subtracted. signal enhancement, % at 5 µM. 0.11% of 210,000 active. AID 1230;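 active = signal enhancement of 30% or more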;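 note: luminescence tracks abundance of the self-degrading MDM2-luciferase fusion protein; higher signal means inhibition of MDM2 E3 ligase activity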
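Assay system: stable mammalian line carrying autodegrading MDM2–luciferase fusion reporter; Input: 2000 cells in each well; Compound dosing: single-point 5 µM; Schedule: 2 h compound exposure at 37 °C; Signal: SteadyLite luciferase luminescence after 15 min room-temperature reagent incubation; Evaluation: % luminescence enhancement versus blank-corrected plate control mean; Benchmarks: plate controls and plate blanks.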
L929 necroptosis: L929 zVAD cell death inhibition. 0.38% of 220,000 active. L929 zVAD necroptosis rescue, ATP luminescence, 24 h; with zVAD 60 µM. viability rescue, % at 10 µM. AID 1377;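 active = activation, scaled between plate controls, above about 75%, limit read from the data; inactive = activation under that limit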;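 note: 0% = zVAD with DMSO and 100% = DMSO alone without zVAD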
Rad51 HR inh: blocks human Rad51 in homologous recombination. hRad51 DNA strand exchange, fluorescence dequenching. inhibition, % at 10 µM. 0.085% of 200,000 active. AID 1385;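 active = inhibition above 40% at the single screening dose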;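 note: 0% = DMSO control wells and 100% = blanks with heterologous ssDNA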
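Test system: preformed human Rad51 ssDNA filaments. Compound dosing: single dose, 10 µM final compound. Incubation: filaments 15 min 37 °C, then compound 30 min. Technique: FRET fluorescence dequenching, excitation 485 nm, emission 520 nm. Read-out basis: percent inhibition from fluorescence, normalised to plate control and blank means. Benchmarks: plate controls and plate blanks.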
m-calpain inh: calpain II (pig) inhibition. purified calpain II, fluorogenic peptide substrate, 30 min. inhibition, % at 16 µM. 0.37% of 220,000 active. AID 1236;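 active = inhibition above about 50%, limit read from the data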
eIF4E 4G PPI: inhibitors of eIF4E and eIF4G interaction in translation initiation. P63073+Q04637. inhibition, % at 21.7 µM. TR-FRET eIF4E-eIF4GI(517-606) binding, 2 h. 0.37% of 220,000 active. AID 782;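 active = inhibition above about 30%, limit read from the data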;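 note: 0% = full FRET control wells and 100% = background wells lacking eIF4GI fragment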
Cl transport mod: modulates chloride dependent transport by human KCC2; B-score of Tl+ flux slope (higher = more flux/activation; lower = inhibition) at 10 µM; 2.2% of 190,000 active; KCC2 cells, thallium flux FluoZin-2 fluorescence; Q9H2X9; AID 1456;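 active = thallium flux slope and its plate-corrected score both differing from the plate sample mean at a set confidence after two filtering rounds, in either direction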;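 note: slope of fluorescence scaled to starting intensity during 10 to 20 s after thallium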
TNF death inh: blocks TNF-alpha induced death of Jurkat FADD-/- cells; Jurkat FADD-/- TNF necroptosis rescue, ATP luminescence, 24 h; 0 = TNF only, 100 = no-TNF cells; activation (protection from cell death), % at 10 µM; 0.068% of 220,000 active;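 active = activation, meaning protection from cell death, of at least 50% relative to plate controls; inactive = activation below 50%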;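 note: necroptosis triggered by 40 ng/mL TNF-alpha added together with compound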
An asterisk follows results filed as active; i = inactive; · = no result given; [ ] = dose if it differs, or a comment.

SMILES	PERK inh	EBV gp42 inh	Mdm2 ligase inh	L929 necroptosis	Rad51 HR inh	m-calpain inh	eIF4E 4G PPI	Cl transport mod	TNF death inh
COc1cc(C(c2nnnn2C(C)(C)C)N2CCN(c3nc4ccccc4s3)CC2)ccc1O (stereo unspecified)	-0.3	-37	-27	2.3	-9	-93	3	·	0.6
COc1ccc(Br)cc1-c1noc(-c2ccncc2)n1	0.5	-19	-11	-0.3	-3	1	·	·	-4.4
CCOc1ccccc1CN1CCN(C2CCSCC2)CC1CCO (stereo unspecified)	-0.1	0	-3	0.2	6	-16	-1	-0.36	0.5
CC1=CC(C)C(CN(CCC[N+](C)(C)C)C(=O)Nc2ccccc2)C(C)C1 (stereo unspecified)	-0.5	-75	-9	0.3	-3	15	2	0.64	0.2
Cc1nn(-c2ccccc2)c(N2CCCC2)c1/C=N/NC(=S)Nc1ccccc1F	0.3	-10	-13	1.8	2	-65	-4[fluorescence artefact?]	0.85	0.1
CCOc1cc2c3c(c1)C1(C(=O)N3C(C)(C)CC2C)C(C#N)=C(N)N2C(=C1C#N)Nc1ccccc12 (stereo unspecified)	0.1	-20	-6	3.2	-5	6	-2[fluorescence artefact?]	0.48	-3.6
COc1cc(NC(=O)CN2CCN(S(=O)(=O)c3ccc(C(C)C)cc3)CC2)cc(OC)c1	0.2	-4	-2	0.5	7	35	9	1.1	2.4
Cc1cccc(C)c1OCC(=O)Nc1nnc(C2CCCO2)s1 (stereo unspecified)	-0.2	-25	-3	1.4	1	-30	-3	0	1.5
Cc1nc2ccccc2n1S(=O)(=O)c1ccc(Br)cc1	0.3	-12	-3	0.3	-23	0	13	0.28	1.1
Cc1ccc(/C=N/NC(=O)C2=NNC(c3ccccc3)(c3ccccc3)C2)c(O)c1	0.5	-17	-7	22	-7	-25	0	0.076	-13
CC(O)CNc1nc2ccccc2n1CC(=O)NCCc1ccc(Cl)cc1 (stereo unspecified)	0.2	-22	-4	-0.5	6	-64	34*	-1.5	4.2
CCc1ccc(C(=O)NC(CCSC)C(=O)OC)cc1 (stereo unspecified)	0.8	12	-11	0.6	0	3	-5	0.75	-1.2
O=[N+]([O-])/C=C/c1cn(Cc2ccc(F)cc2)c2ccccc12	-0.1	6	-17	-0.1	-6	-73	3	0.12	-16
COc1ccc(-c2nc3ccccc3c(=O)n2CCCn2ccnc2)cc1	0.0	-11	-5	-0.4	3	-14	0	-0.005	0.2
Oc1ccc(CNC2CCCCC2)cc1	0.8	-6	-10	-0.6	-8	3	0	·	0.2
CCC(C)C(NC(N)=O)C(=O)NC1CCC(C)CC1 (stereo unspecified)	0.0	-25	-20	-0.2	3	-11	1	0.54	-0.6
Cc1c2cnn(CC(=O)Nc3c(F)c(F)cc(F)c3F)c(=O)c2c(C)n1Cc1ccccc1F	0.2	13	-16	1.7	12	-141	32*	0.033	-0.4
CCn1cc(C(=O)NCC2CCCO2)c(=O)c2cc(S(=O)(=O)N3CCCCC3)ccc21 (stereo unspecified)	-0.4	-28	-28	-0.4	-38	11	8[fluorescence artefact?]	1.9	-2.7
C/C(=C\C(=O)OCC(=O)NCc1ccccc1)C(=O)OCC(=O)NCc1ccccc1	-0.6	-14	·	1.6	·	7	-3[fluorescence artefact?]	-0.77	4.0
CC(C)(C)c1cc(C(F)(F)F)c(C#N)c(=O)[nH]1	1.2	0	-5	1.1	-5	i	4[fluorescence artefact?]	-0.71	0.4
COc1cc(CN2CCN(c3ccccc3F)CC2)cc(OC)c1O	1.0	0	-4	0.1	7	11	1	-0.27	-0.4
CCOc1ccc(Cl)cc1S(=O)(=O)n1nnc2ccccc21	0.6	9	-10	-0.9	2	-7	-5	-0.52	-2.1
C=CCn1c(C(CCCC)CC(O)COCC(C)C)n[nH]c1=S (stereo unspecified)	-0.1	-11	-18	-0.7	-7	14	-2	·	-0.5
O=C1CSC(=S)N1/N=C/C=C/c1ccccc1	0.1	-7	-19	1.0	·	-11	2	-0.77	1.0
Cc1ccc(N2C(=O)CSC2c2cccnc2)cc1F (stereo unspecified)	0.5	-18	-7	0.0	-12	-11	-5	0.7	-0.9
COCc1cc([C@@H]2C[C@H]3CN(c4ccccc4)C(=O)[C@]34CCCN24)ccc1OC	-0.5	2	-7	0.3	-14	-22	1	·	1.8
Cn1c(/C=C/N2CCOCC2)c(C(=O)c2ccc(Br)cc2)c(=O)n(C)c1=O	0.5	-10	-4	-0.1	7	2	-2[fluorescence artefact?]	-0.72	-0.9
CC(C)n1c(NCc2cc(Cl)ccc2O)nc2ccccc21	-1.4	2	-16	1.2	6	9	5	·	1.0
CCOc1ccc(-c2nnc(NC3=NCCCCC3)o2)cc1	-0.5	-9	-12	-0.2	-2	-9	-1	0.079	1.3
CCCCN(CC)S(=O)(=O)c1ccc(C(=O)Nc2nnc(CSC)o2)cc1	0.3	-14	-6	-0.4	-3	4	-3[fluorescence artefact?]	-0.054	-1.2

Molecules above that have fluorine:
SMILES	PERK inh	EBV gp42 inh	Mdm2 ligase inh	L929 necroptosis	Rad51 HR inh	m-calpain inh	eIF4E 4G PPI	Cl transport mod	TNF death inh
Cc1nn(-c2ccccc2)c(N2CCCC2)c1/C=N/NC(=S)Nc1ccccc1F	0.3	-10	-13	1.8	2	-65	-4[fluorescence artefact?]	0.85	0.1
O=[N+]([O-])/C=C/c1cn(Cc2ccc(F)cc2)c2ccccc12	-0.1	6	-17	-0.1	-6	-73	3	0.12	-16
Cc1c2cnn(CC(=O)Nc3c(F)c(F)cc(F)c3F)c(=O)c2c(C)n1Cc1ccccc1F	0.2	13	-16	1.7	12	-141	32*	0.033	-0.4
CC(C)(C)c1cc(C(F)(F)F)c(C#N)c(=O)[nH]1	1.2	0	-5	1.1	-5	i	4[fluorescence artefact?]	-0.71	0.4
COc1cc(CN2CCN(c3ccccc3F)CC2)cc(OC)c1O	1.0	0	-4	0.1	7	11	1	-0.27	-0.4
Cc1ccc(N2C(=O)CSC2c2cccnc2)cc1F (stereo unspecified)	0.5	-18	-7	0.0	-12	-11	-5	0.7	-0.9

Carrying on.
SMILES	PERK inh	EBV gp42 inh	Mdm2 ligase inh	L929 necroptosis	Rad51 HR inh	m-calpain inh	eIF4E 4G PPI	Cl transport mod	TNF death inh
CCOc1nc(SC(C(C)=O)C(=O)Nc2ccccc2)nc(N(C)C)n1 (stereo unspecified)	-0.3	-2	-6	-0.1	-13	2	-5	-0.013	0.4
CC(C(=O)NCc1ccccc1)N1C(=O)C2CC=C(Cl)CC2C1=O (stereo unspecified)	0.2	5	-24	0.3	·	6	4	-0.45	0.5
CC(NC(=O)Cc1ccccc1)c1cc2c(cc1Br)OCCCO2 (stereo unspecified)	1.0	-15	3	-0.2	·	-4	1	·	1.2
O=C(NCCCn1ccnc1)c1cc([N+](=O)[O-])cc([N+](=O)[O-])c1	0.6	-6	9	·	22	17	3[fluorescence artefact?]	0.49	0.9
Cc1cc(C(=O)Oc2ccccc2C(=O)O)c(C)o1	0.8	-21	-7	0.4	-7	-1	-2[fluorescence artefact?]	0.049	1.7
CCn1cc(C(=O)NCC(C)C)c(=O)c2cc(F)c(N3CCN(C)CC3)cc21	-1.2	-11	-5	0.8	12	-73	-4	-0.6	3.8
Nn1c(SCc2ccccc2)nnc1C1CCCCC1	-0.1	-5	2	0.0	21	3	-1	0.039	2.4
COc1ccc(Nc2nc(N)nc(CSc3nnc(C)s3)n2)cc1	0.0	-19	2	-0.2	-7	-11	6	-0.07	-1.0
COc1ccc(C2(C(=O)Nc3nncs3)CCCC2)cc1	-2.0	-4	-17	3.9	-11	22	2	·	-0.6
C=CCn1c(COc2ccccc2)nnc1SCC(=O)C(C)(C)C	-1.2	4	-27	0.1	-2	21	11	-1.6	-0.9
CCn1c(-c2ccccc2Cl)nn(CC(=O)Nc2ccccc2C)c1=S	0.0	-35	-12	0.0	0	-7	-1	0.28	-1.3
Cc1ccc(Nc2nc(C(=O)NCC3CCCO3)cs2)cc1 (stereo unspecified)	0.0	-14	·	-0.7	1	3	-3	·	0.1
CCN(CC)c1ccc(/C=N/NS(=O)(=O)c2ccc(CNC(C)=O)cc2)cc1	-0.4	-14	·	2.1	·	3	-4	0.047	1.5
Cc1cccc(NC(=S)N(Cc2cccs2)Cc2cc3cc(C)cc(C)c3[nH]c2=O)c1	1.7	7	-12	0.4	·	-15	5	0.73	-5.4
CN(C)S(=O)(=O)c1cccn1-c1ncc(C(F)(F)F)cc1Cl	-0.1	-4	-14	0.9	14	7	3	1.3	0.0
Cc1cc(C)nc(NC(=S)Nc2cccc(F)c2)c1	-0.7	-12	-16	0.5	6	8	6	2.7	-0.9
CS(=O)(=O)N(CC(=O)N1CCOCC1)Cc1ccccc1	0.3	-80	14	-0.1	11	-18	1	0.37	-0.7
CC(=O)N=C1SC2CS(=O)(=O)CC2N1Cc1ccc(C)cc1 (stereo unspecified)	1.1	-3	-16	-0.6	5	-3	0	-0.45	-0.3
CC(C)CN1CCC(=O)N(CCSc2ccc(Br)cc2)CC1	·	-3	2	-0.3	-8	18	-4	-1.8	1.5
CC(=O)C1=C(C)OC2(O)c3ccccc3C(=O)C12O (stereo unspecified)	1.0	-14	-8	0.6	-1	6	1	0.73	-9.7
CO/N=C(/CNC(=O)c1ccc(F)cc1)c1ccc(Cl)cc1	1.7	-3	0	0.0	·	8	-2	-0.086	-0.2
Cc1cc(NS(=O)(=O)c2ccc(NC(=S)NC(=O)c3cccnc3)cc2)no1	0.5	-25	13	11	19	-7	4	2.4	-0.3
FC(F)Sc1ccc(-n2cc(-c3ccc(Cl)cc3)[n+]3c2CCC3)cc1	0.2	-19	·	1.5	·	-3	-4	-0.42	0.3
COc1cc2c(cc1OC)C(C)N(C(=O)c1sc(-c3cnccn3)nc1C)CC2 (stereo unspecified)	-0.9	-18	-5	0.8	8	-2	3	0.45	3.0
COC(=O)CCC(=O)OC1(C)C(=O)C=C2C=C(C3CC3)N(Cc3ccc4c(c3)OCO4)C=C2C1=O (stereo unspecified)	·	-1	10	-0.3	-4	-32	-2	-0.044	-0.5
OCC#Cc1ncc(C(F)(F)F)cc1Cl	1.4	6	-23	-0.8	12	-11	-2	0.0092	-4.5
c1cncc(-c2nc(N3CCCCCC3)c3ccccc3n2)c1	-1.3	-7	-30	0.3	·	9	-4	-2.7	-0.4
CC1N(O)C(C)(C)C(c2ccccc2)=[N+]1[O-] (stereo unspecified)	0.9	-51	-3	0.3	1	-5	2	-0.91	-0.4
O=C(CSc1ncn[nH]1)NC1CC2CCC1C2 (stereo unspecified)	-1.1	-5	-10	-0.4	2	-38	0[fluorescence artefact?]	·	-0.2
COc1ccc(C(=O)C23CC4CC(C2)CC(C(=O)c2ccc(OC)cc2)(C4)C3)cc1	0.6	-1	10	-1.0	·	63*	1	0.013	2.1
Cc1c(C(=O)NCC2CCCO2)oc2ccc3c(c12)C(=O)CC(C)(C)O3 (stereo unspecified)	-0.6	-5	-41	7.2	-3	-187	11	·	0.0
COc1ccc(-n2cnc3scc(-c4ccccc4)c3c2=O)cc1	-0.2	9	4	73	-1	21	3	-0.9	-1.1
CCCCCSc1nnc(N)s1	0.2	-6	-4	0.2	5	-16	-2	-0.41	-0.3
CCOC(=O)c1ccc(NCc2nc3ccccc3n2C)cc1	-1.0	-7	-19	0.1	-2	-8	0	-2.4	-0.1
